Compound activity deposited in PubChem by National Center for Advancing Translational Sciences (NCATS).
IMPase Li inh – cell-permeable IMPase inhibitors with lithium potentiation | hit rate 0.35% among 210,000 | AID 1457 | Potency, µM (series often up to 59.4 µM), for inactives: at the highest dose activity, negative = IMPase inhibition, hits mostly inhibitors | CHO-M1 cells, IP1 TR-FRET (IP-One), carbachol + lithium;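 also: IP1 builds up when IMPase is blocked and the TR-FRET signal falls; potency is read from the fitted curve at half-maximal effect; plate controls were basal vehicle for no effect and high inhibitor control for full effect; nearly all actives have a fitted effect of over 50% in size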
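Concentration–response in CHO-M1 cells, lithium-potentiated; 30 min at 37C. IP1 detected by competitive TR-FRET after 10 min lysis at RT. Hill-fitted AC50.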
CBFb RUNX1 block – blocks binding between human CBF-beta and RUNX1; AlphaScreen CBFb-His/RUNX1-biotin binding, biochemical; Potency, µM (titrated, usually from 59.8 µM), for the others: at the highest dose activity, negative = inhibition, usual class: inhibitors; 230,000 tested, under 10 active; also: % of control where 0% means no effect
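CBFb-His/RUNX1-biotin, 30 nM each, preincubated 20 min RT; compound 15 min RT; Ni + streptavidin beads 50 ng each, 90 min RT; AlphaScreen read.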
Lamin A splicing – changes lamin A minigene splicing in HeLa cells; Potency, µM (top dose mostly 46.1 µM), inactives show at the highest dose ratio change, negative = inhibition, most hits filed as inhibitors; hit rate 0.01% among 200,000; HeLa LMNA splicing GFP/RFP minigene ratio, 48 h; active = well fitted inhibition curve with a large enough effect in the signal ratio, with a control signal flat, not every such curve was filed as active; inconclusive = small, poorly fitted or top-dose-only effect, or effect the other way, or a change in a side signal; the % refers to the signal ratio; also: potency is read from the fitted curve at half-maximal effect; % is scaled to controls: 0 for no effect and ±100 for the full control effect
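S3 HeLa cells stably expressing lamin A-EGFP splicing minigene plus DsRed2, 600 cells/well, 48 h compound exposure at 37C. Laser-scanning cytometry; analysed as GFP (500-530 nm)/RFP (575-640 nm) total intensity ratio; 0.5% DMSO vehicle.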
Epigenetic reg – derepresses silenced GFP reporter in murine cells; Potency, µM (highest dose often 53.9 µM), for the others: at the highest dose GFP activation, most hits filed as activators; murine LDR cells, GFP reporter derepression, 30 h; hit rate 0.2% among 280,000; also: potency is read from the fitted curve at half-maximal effect; % of control where 0% means no effect; nearly all actives have a fitted effect of over 60% in size
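Readout is the number of GFP-expressing murine LDR cells, counted by cytometry following washing. Cells were treated with compound for 30 h at 37 C; the stably integrated CMV-GFP locus is normally silent.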
NPSR antagonist – blocks cAMP signaling of the human neuropeptide S receptor; CHO-NPSR cells, cAMP TR-FRET, antagonist mode; Potency, µM (highest dose often 38.3 µM), without a hit: at the highest dose activity change, negative = inhibition, usual class: inhibitors; hit rate 1% among 220,000; also: potency is read from the fitted curve at half-maximal effect; % is scaled to controls: 0 for no effect and ±100 for the full control effect; nearly all actives have a fitted effect of over 50% in size; many of its hits are not listed in these tables
Target sequence (Q6W5P4 whole entry, looked up): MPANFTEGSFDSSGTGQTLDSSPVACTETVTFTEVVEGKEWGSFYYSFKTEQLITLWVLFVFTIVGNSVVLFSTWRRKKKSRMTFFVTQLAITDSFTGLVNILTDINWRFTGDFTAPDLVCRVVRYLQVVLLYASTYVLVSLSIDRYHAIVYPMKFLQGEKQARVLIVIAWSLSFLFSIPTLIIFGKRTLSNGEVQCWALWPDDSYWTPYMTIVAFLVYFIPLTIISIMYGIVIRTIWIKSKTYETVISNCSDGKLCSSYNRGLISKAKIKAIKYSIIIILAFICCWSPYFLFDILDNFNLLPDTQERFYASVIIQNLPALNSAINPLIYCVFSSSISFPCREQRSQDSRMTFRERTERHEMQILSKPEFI
HttQ103 aggreg – inhibitors of mutant huntingtin aggregate formation in PC12 cells. PC12 HttQ103-GFP aggregates, Acumen cytometry, 40 h. Potency, µM (top dose mostly 46.1 µM), inactives show at the highest dose activity change, negative = inhibition, hits mostly inhibitors. hit rate 1.1% among 220,000. AID 1688; also: potency is read from the fitted curve at half-maximal effect; % is scaled to controls: 0 for no effect and ±100 for the full control effect; nearly all actives have a fitted effect of over 60% in size
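Read-out: GFP aggregate count by laser scanning cytometer (488 nm excitation, 500-530 nm emission, 1–25 µm objects >6 SD above background). Cells: PC12, inducible HTTex1-Q103-GFP, 100 nM tebufenozide; compounds titrated.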
Luc counter – Kinase-Glo luciferase inhibition (counter-screen) | Q27757 | Kinase-Glo luciferase, ATP luminescence, 8 min | Potency, µM (titrated, usually from 38.3 µM), without a hit: top-dose activity change, negative = inhibition, most hits filed as inhibitors | hit rate 0.28% among 200,000 | AID 1379; also: potency is read from the fitted curve at half-maximal effect; % is scaled to controls: 0 for no effect and ±100 for the full control effect; nearly all actives have a fitted effect of over 60% in size
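Compound is pinned into ATP-containing buffer (10 uM ATP, imidazole pH 7.2, 7 mM MgCl2). Kinase-Glo luciferase reagent is then added. Light output is recorded following an 8-min room-temperature incubation.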
Starred values were filed as active, the others as inactive; ? = inconclusive; . = no result given; [ ] = remark or other dose. Unless noted, calls follow the shape of the dose curve; as a rule, active = well fitted curve in the direction sought with a large enough effect; inconclusive = small, poorly fitted or top-dose-only effect, or another doubt; inactive = no such curve, though single readings can be large; an effect the other way counts as inactive or inconclusive. This is a subset, so the mix of outcomes need not match the whole.

#1 Cc1ccc(C2(CC(=O)Nc3nccs3)CCOC(C(C)C)C2)cc1 (configuration not stated)
#2 CC(=O)n1cc(N(C(=O)CCl)c2ccc([N+](=O)[O-])cc2)c2ccccc21
#3 CC1(C)Oc2ccc3ccc(=O)oc3c2/C(=C/Nc2ccccn2)C1=O
#4 CN=C(c1ccco1)n1c(=S)nc(-c2ccco2)n(C)c1=S
#5 CN(C)/C=C/C(=O)c1ccc(F)cc1
#6 CCOC(=O)N1C2=NC(C(=O)OC)=C(C(=O)OC)[C@@H]3N(Cc4ccccc4)c4ccccc4[C@]23C[C@H]1C(=O)OC
Compound	1	2	3	4	5	6
IMPase Li inh	8%	.	11%[38.3 µM]	-4%[38.3 µM]	0%[38.3 µM]	-11%
CBFb RUNX1 block	7%	-4%	-18%	0%	4%	-3%[13.1 µM]
Lamin A splicing	?	.	-7%	16%	2%	1%[9.22 µM]
Epigenetic reg	10%	-2.4%	-2.6%	0.7%	-0.2%	.
NPSR antagonist	7%	?	?	-15%[46.1 µM]	-9%[46.1 µM]	.
HttQ103 aggreg	-26%	6%[9.22 µM]	-7%[9.22 µM]	9%[9.22 µM]	28%	.
Luc counter	3%	.	-2%	1%	-3%	-3%[7.66 µM]

#7 COc1ccc(C2c3c(ncn(CCCO)c3=N)Oc3ccc4ccccc4c32)cc1 (configuration not stated)
#8 CC(C)OP(=O)(OC(C)C)C(Nc1ccccc1)c1ccc2c(c1)OCO2 (configuration not stated)
#9 O=C(CSc1nc2ccccc2c(=O)[nH]1)Nc1ccc(C(=O)O)cc1
#10 Cc1c(Nc2c3c(c(C#N)c4nc5ccccc5n24)CCC3)c(=O)n(-c2ccccc2)n1C
#11 COc1ccc(S(=O)(=O)NC2CCCC2)cc1Br
#12 CCOC(=O)Cc1csc(NC(=O)c2ccc(C)cc2)n1
Compound	7	8	9	10	11	12
IMPase Li inh	.	-1%	?	2%[38.3 µM]	14%[38.3 µM]	3%
CBFb RUNX1 block	6%	5%	?	-4%	0%	1%
Lamin A splicing	.	-9%	0%[46 µM]	9%	-6%	.
Epigenetic reg	?	0.0%	-5.4%	0.2%	0.0%	-4.4%
NPSR antagonist	?	-24%	10%	1%[46.1 µM]	-9%[46.1 µM]	-3%
HttQ103 aggreg	-16%[9.22 µM]	13%	2%	8%	-15%	8%[9.22 µM]
Luc counter	.	0%	-3%	1%	-1%	-8%

#13 Cc1nnsc1NC(=O)OCCCl
#14 Cc1cc(C)c2c(CC(=O)O)coc2c1
#15 COc1ccc(NC(=O)C2(c3ccc(NC(=O)c4ccc(OC)cc4)cc3)CCCC2)cc1
#16 CCOC(=O)N/N=C1\CC(C)S(=O)(=O)c2ccc(Cl)cc21 (configuration not stated)
#17 COC(=O)Nc1ccc(S(=O)(=O)N(C)C)cc1
#18 COc1ccccc1N(CC(O)Cn1c(C)nc2ccccc21)S(=O)(=O)c1ccccc1 (configuration not stated)
Compound	13	14	15	16	17	18
IMPase Li inh	11%[38.3 µM]	-13%[38.3 µM]	.	.	-20%[38.3 µM]	7%
CBFb RUNX1 block	2%	11%	-3%	8%	4%	4%
Lamin A splicing	4%	0%	-6%	.	2%	-10%
Epigenetic reg	-0.9%	0.8%	-1.9%	-1.1%	0.0%	-1.1%
NPSR antagonist	2%[46.1 µM]	0%[46.1 µM]	-15%[46.1 µM]	-1%[7.67 µM]	-6%[46.1 µM]	11%
HttQ103 aggreg	10%	6%	21%	2%[9.22 µM]	-5%	1%
Luc counter	1%	-1%	.	.	-4%	-1%

#19 N#CC1c2ccccc2C=CN1C(=O)c1ccccc1 (configuration not stated)
#20 CCC(C)n1c(=O)c(C(=O)Nc2ccccc2S(N)(=O)=O)c(O)c2ccccc21 (configuration not stated)
#21 COc1ccc(NS(=O)(=O)c2ccc(OCC(=O)N3CCOCC3)cc2)cc1
#22 O=C(Cn1cnc2scc(-c3ccc(F)cc3)c2c1=O)N1CCOCC1
#23 CCN(CC)CCN1c2ccccc2Sc2ccc3ccccc3c21
#24 Cc1cc(Oc2ccc(-c3ccccc3)cc2)nc(N2CCOCC2)n1
Compound	19	20	21	22	23	24
IMPase Li inh	.	2%[38.3 µM]	-3%[38.3 µM]	13%[38.3 µM]	21%	19%[38.3 µM]
CBFb RUNX1 block	11%	-5%	0%	4%	7%	2%
Lamin A splicing	.	?	?	2%	.	-7%
Epigenetic reg	6.4%	-1.1%	-0.9%	3.9%	7.0%	0.0%
NPSR antagonist	-12%	-10%[46.1 µM]	-3%[46.1 µM]	-5%[46.1 µM]	42%	-21%[46.1 µM]
HttQ103 aggreg	7%[9.22 µM]	?	2%	13%[9.22 µM]	-9%[9.22 µM]	?
Luc counter	.	-3%	1%	5%	-6%[7.66 µM]	1%

#25 Cc1ccn2cc(-c3cccc(NS(C)(=O)=O)c3)nc2c1
#26 CCOC(=O)c1c(NC(=S)Nc2cccnc2)sc(C)c1C
#27 COc1ccccc1OCCC(=O)OCC(=O)c1[nH]c(C)c(C(C)=O)c1C
#28 COc1ccccc1/C=C/C=N/n1c(-c2ccc(F)cc2)n[nH]c1=S
#29 CCn1c(SCC(=O)Nc2ccccc2)nnc1-c1cccs1
#30 O=P1(O)C=C(c2ccccc2)OC(c2ccccc2)=C1
Compound	25	26	27	28	29	30
IMPase Li inh	-3%	-7%	15%	.	.	17%[38.3 µM]
CBFb RUNX1 block	-22%	0%	4%	-10%	0%	4%
Lamin A splicing	-12%[46 µM]	18%[46 µM]	-17%[46 µM]	.	.	5%
Epigenetic reg	-3.5%	2.6%	1.1%	0.4%	-1.1%	6.1%
NPSR antagonist	8%	-40%	0%	19%	11%	-14%[46.1 µM]
HttQ103 aggreg	3%[9.22 µM]	-1%	-15%	-6%[9.22 µM]	-31%[9.22 µM]	-8%
Luc counter	-17%	1%	0%	.	.	-2%

#31 CC(=O)Nc1ccc(-c2csc(NCc3ccco3)n2)cc1
#32 COc1ccccc1N1Cc2ccccc2C1
#33 N/C(=N\OC(=O)CCCOc1ccccc1)c1ccc([N+](=O)[O-])cc1
#34 COc1ccc(-c2noc(CSc3ccccc3)n2)cc1OC
#35 COc1ccc(-c2cc(C(=O)Nc3c(Cl)cc(Cl)cc3Cl)c3ccccc3n2)cc1OC
#36 O=C(c1ccc(-c2ccccc2)cc1)N1CCCC1
Compound	31	32	33	34	35	36
IMPase Li inh	4%	6%[38.3 µM]	4%	.	-11%	16%[38.3 µM]
CBFb RUNX1 block	-12%	?	5%	?	1%	2%
Lamin A splicing	11%	2%	19%[46 µM]	?	-10%	18%
Epigenetic reg	-1.0%	-1.0%	-0.8%	-2.7%	-3.0%	-5.8%
NPSR antagonist	-6%	-4%[46.1 µM]	8%	-17%[46.1 µM]	-5%	-10%[46.1 µM]
HttQ103 aggreg	17%	-19%	9%	9%	3%	3%
Luc counter	2%	-7%	1%	.	-1%	10%

#37 CSc1nc2ccc(NS(=O)(=O)c3c(Cl)cccc3Cl)cc2s1
#38 COc1ccc2c(c1)[C@@]1(C)CCC[C@](C)(CO)C1CC2 (some centres not stated)
#39 Cc1ccc([N+](=O)[O-])cc1NC(=O)C1CCN(S(C)(=O)=O)CC1
#40 COc1ccc(-c2ccc(-c3cc(=O)oc4cc(OC)c(OC)c(OC)c34)cc2)cc1
#41 Cc1ccc(NC(=O)C(C)c2cccc(C(=O)c3ccccc3)c2)cc1 (configuration not stated)
#42 CNC(=S)N1CCN(c2ccccn2)CC1
Compound	37	38	39	40	41	42
IMPase Li inh	5%	34%	-3%	18%	11%[38.3 µM]	2%
CBFb RUNX1 block	2%	20%[21.7 µM]	-12%	7%	-2%	2%
Lamin A splicing	?	.	?	.	?	-5%
Epigenetic reg	12%	0.3%	-0.9%	-1.4%	-1.7%	0.0%
NPSR antagonist	9%	.	9%	.	-6%[46.1 µM]	8%
HttQ103 aggreg	3%	.	-14%	.	25µM*	-8%
Luc counter	1%	3%	2%	2%[39.9 µM]	-5%	1%

#43 Cc1ccc(S(=O)(=O)N2CCC(C(=O)OCC(=O)N3CC(=O)Nc4ccccc43)CC2)cc1
#44 O=C(NC1CCCCC1)C(c1ccccc1)N1CCc2ccccc21 (configuration not stated)
#45 Cc1nn(-c2ccccc2)c(Cl)c1C(=O)Nc1nnc(C2CCCC2)s1
#46 COC(CNc1ccc([N+](=O)[O-])c(NCC(OC)OC)c1C#N)OC
#47 Clc1ccc(-c2nnc(-c3ccco3)o2)cc1
#48 Cc1nc(=O)c(-c2ccccc2)c(C)n1-c1ccc(Br)cc1
Compound	43	44	45	46	47	48
IMPase Li inh	3%[38.3 µM]	13%[38.3 µM]	17%[38.3 µM]	.	-11%[38.3 µM]	.
CBFb RUNX1 block	-9%	0%	17%	5%	2%	5%
Lamin A splicing	0%	9%	?	.	-4%	.
Epigenetic reg	4.1%	1.7%	-1.9%	0.1%	-2.9%	0.1%
NPSR antagonist	-29%[46.1 µM]	?	-15%[46.1 µM]	15%	-17%[46.1 µM]	2%
HttQ103 aggreg	8%	-18%	?	2%[9.22 µM]	-1%	9%[9.22 µM]
Luc counter	-8%	1%	2%	.	-12%	.
